GalR3 antag: antagonists of human GalR3; O60755; inhibition, % at 3 µM; hit rate 0.44% among 360,000; HEK293 GalR3-CNG cAMP membrane potential fluorescence; galR3 body fused to GalR1 C-terminus; AID 651719;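 active means inhibition above the screen-wide average plus 3 SD, cut at about 13% in these data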;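 further: forskolin and galanin both at EC90 stimulate the cells; cAMP rise reported by CNG channel membrane potential dye signal; 0% = forskolin plus galanin with DMSO and 100% = forskolin alone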
Target sequence (O60755 1-299 limits assumed): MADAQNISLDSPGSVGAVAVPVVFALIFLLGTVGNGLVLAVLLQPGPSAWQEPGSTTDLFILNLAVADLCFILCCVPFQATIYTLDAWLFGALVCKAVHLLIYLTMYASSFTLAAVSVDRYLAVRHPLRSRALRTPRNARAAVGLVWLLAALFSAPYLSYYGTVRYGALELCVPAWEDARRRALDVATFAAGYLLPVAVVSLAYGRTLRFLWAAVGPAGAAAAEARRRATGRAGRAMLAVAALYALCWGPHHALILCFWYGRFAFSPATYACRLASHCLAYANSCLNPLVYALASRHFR
Numbers without * were called inactive. Some of the compounds tested (hit frequency here may not be typical).

GalR3 antag | SMILES
-2 | COc1ccc([C@H]2C[C@@H](O)[C@H](n3cc(C4CC4)nn3)CN2C(=O)c2cccs2)cc1
-2 | COc1cccc(NC(=O)N(C)C[C@H]2OCc3cn(nn3)CCCC(=O)N([C@@H](C)CO)C[C@@H]2C)c1
-6 | Nc1ccc2c(c1)C(=O)CCC2
-4 | Cc1cccc(C)c1NC(=O)C(c1ccc(C#N)cc1)n1c(=O)c(-c2ccccc2)nc2ccccc21 (stereo not drawn)
-7 | C[C@H](CO)N1C[C@H](C)[C@@H](CN(C)Cc2ccc(C(=O)O)cc2)Oc2ncc(Br)cc2C1=O
-8 | COc1ccc(-n2nnnc2C(c2cccc3ccccc23)N2CCN(C/C=C/c3ccccc3)CC2)cc1 (stereo not drawn)
-5 | COc1ccccc1C=NN1C(=O)CSC1=S
-3 | O=C(COC(=O)c1c(F)cccc1F)NC(=O)NCc1ccccc1
0 | Cc1ccc(S(=O)(=O)N(C)c2ccc(OCC(=O)Nc3cc(C(=O)O)ccc3Cl)cc2)cc1
-7 | O=C1NC(c2ccccc2)c2c(-c3ccccc3)n[nH]c21 (stereo not drawn)

5 structures from above, arranged by length of the SMILES, smallest number first:
GalR3 antag | SMILES
-6 | Nc1ccc2c(c1)C(=O)CCC2
-3 | O=C(COC(=O)c1c(F)cccc1F)NC(=O)NCc1ccccc1
0 | Cc1ccc(S(=O)(=O)N(C)c2ccc(OCC(=O)Nc3cc(C(=O)O)ccc3Cl)cc2)cc1
-8 | COc1ccc(-n2nnnc2C(c2cccc3ccccc23)N2CCN(C/C=C/c3ccccc3)CC2)cc1 (stereo not drawn)
-2 | COc1cccc(NC(=O)N(C)C[C@H]2OCc3cn(nn3)CCCC(=O)N([C@@H](C)CO)C[C@@H]2C)c1

New compounds follow
GalR3 antag | SMILES
-6 | COc1cc(OC)cc(C(=O)N2CCN(S(=O)(=O)c3ccc4c(c3)OCCO4)CC2)c1
-4 | CN(C)c1ccc(C=NNC(=O)c2cccnc2)cc1
-4 | CCCN=C1N(C)C[C@@H]2[C@@H]3C(=O)N(C)C(=O)[C@@H]3[C@](CC)(C(=O)OC)N12
-1 | C[C@@H]1CCCCO[C@H](CN(C)C)[C@H](C)CN([C@@H](C)CO)C(=O)c2cc(NC(=O)Nc3ccc(C(F)(F)F)cc3)ccc2O1
-2 | C[N+](C)(CCOc1ccccc1)Cc1ccccc1
-2 | Cc1ccc2cc(F)c(F)c(F)c2n1
-7 | COC(=O)C1=C(C)N(Cc2ccc(F)cc2)C(=S)NC1c1cccc(Br)c1 (stereo not drawn)
-7 | CC(C)N(Cc1nccn1C)C(=O)C1CCC(=O)N(CCc2ccccc2)C1 (stereo not drawn)
-7 | CN(C)Cc1csc(NC(=O)Nc2cccc(Cl)c2)n1
0 | NS(=O)(=O)c1ccc(OCCCN2CCC(C(O)(c3ccccc3)c3ccccc3)CC2)cc1

Part of the list above, bar-delimited:
structure | GalR3 antag
Cc1ccc2cc(F)c(F)c(F)c2n1 | -2
COC(=O)C1=C(C)N(Cc2ccc(F)cc2)C(=S)NC1c1cccc(Br)c1 (stereo not drawn) | -7
CC(C)N(Cc1nccn1C)C(=O)C1CCC(=O)N(CCc2ccccc2)C1 (stereo not drawn) | -7
CN(C)Cc1csc(NC(=O)Nc2cccc(Cl)c2)n1 | -7
NS(=O)(=O)c1ccc(OCCCN2CCC(C(O)(c3ccccc3)c3ccccc3)CC2)cc1 | 0

Later entries
GalR3 antag | SMILES
-5 | CCN(CC(=O)NCc1cccs1)C(=O)c1ccc(N(C)S(=O)(=O)c2ccc(C)cc2)cc1
-2 | CCCCc1c(-c2ccccc2OC)ncn1Cc1cccc(-c2ccccc2)c1
-6 | Nc1cc2[nH]c(=O)c3ccccc3c2cc1[N+](=O)[O-]
-4 | Cc1ccccc1-c1cnc(C(O)c2cc(Cl)cc(Cl)c2)[nH]1 (stereo not drawn)
-4 | Nc1[nH]c(C(=O)c2ccccc2)c(-c2ccncc2)c1C(=O)NCc1ccc(Cl)cc1
-3 | CC(=O)Nc1ccc(NC(=O)C2(C)Cc3c(-c4cccc(C(F)(F)F)c4)ccnc3O2)cc1 (stereo not drawn)
90* | Cc1cccc(-n2ncc3c2CCCC3NC(=O)c2ccncc2)c1C (stereo not drawn)
-5 | CCOC(=O)CN1C(=O)[C@]2(OCCC=C[C@H]2C)c2cc(OC)ccc21
-4 | CCCS(=O)(=O)NC(=O)C1(C)CCCN(C(=O)c2c(-c3ccccc3)noc2C)C1 (stereo not drawn)
-9 | Clc1ccc(CSc2nnc(-c3ccccn3)n2Cc2cccs2)cc1Cl

Next part:
GalR3 antag | SMILES
-3 | CSCCC(C(=O)NCc1ccccc1)n1c(C2CCN(C(C)=O)CC2)nc2ccccc21 (stereo not drawn)
-10 | COc1ccc(-c2ccc(C(=O)Nc3ccccc3)c3occc23)c(C)c1
-5 | COc1ccc2oc(C(=O)OCC(=O)NCc3ccc(OC)c(OC)c3)c(C)c2c1
-1 | COc1ccc2nc(NN=Cc3cccc(C)n3)cc(C)c2c1
1 | Cc1ccc2c(c1C)-c1c(ccc(C)c1C)C(=O)C2=O
2 | CCOC(=O)CN1CC(C)(C)N(CC(=O)OCC)CC1(C)C
-3 | COc1ccc(-c2cc3c(c4c2ccn4C)C2CCC3O2)cn1 (stereo not drawn)
-10 | Cc1ccc2nc(C3CCCCC3)c(Cc3ccccc3)n2c1
-8 | COCC(=O)N1C[C@H]2CON(C)[C@H]2C[C@H]1c1cccc(-c2ccccc2OC)c1
-4 | O=C(C[C@@H]1C[C@@H]2c3cc(NC(=O)C4CCC4)ccc3O[C@@H]2[C@@H](CO)O1)NCc1ccc(Cl)cc1

(further entries)
GalR3 antag | SMILES
0 | CCCN1CCCCC(NC(=O)c2ccc(Cl)cc2Cl)C1=O (stereo not drawn)
-4 | CC(C)=CCC[C@H](C)C[C@@H]1CC2=C(C(=O)OC(C)(C)O2)[C@H](c2ccc(Cl)cc2)O1
-5 | CCCCC[C@@H](C)N1C[C@H](COCc2ccccc2)Oc2cc(N3CC[C@@H](O)C3)ccc2S1(=O)=O
-5 | CC(C)=CCC/C(C)=C/CNC(=O)C[C@H]1C[C@H](C(=O)N(C(C)C)C(C)C)[C@@]2(C)c3[nH]c4cc(CCC(=O)N(C)C)ccc4c3CCN2C1=O
-4 | COCCCNC(=O)C[C@@H]1C[C@@]2(C(=O)OC)CCCCC=C2N(CCc2ccc(OC)c(OC)c2)C1=O
3 | CCC(=O)N1CCCC1(C)C(=O)Nc1ccc2scnc2c1 (stereo not drawn)
-1 | CC(=O)C1C(C)CC2C3CCC4CC(=O)CCC4(C)C3CCC21C (stereo not drawn)
-8 | O=S1(=O)N[C@@H](Cc2ccccc2)COc2cc(N3CCC[C@@H]3CO)ccc21
-8 | CCCCNC(=O)C[C@H]1C[C@@]2(C(=O)OC)C(=C[C@H](C(C)(C)C)O[C@@H]2C)N(CCC2=CCCCC2)C1=O
-5 | CCOc1ccc(S(=O)(=O)N2CCN(CCNS(=O)(=O)c3ccc(C)cc3)CC2)cc1

Remaining list, next part:
GalR3 antag | SMILES
-8 | Cc1ccc(Nc2nc(N)nc(N)c2N=O)cc1Cl
3 | Cc1ccc(S(=O)(=O)N2CCOCC2)cc1NC(=O)COC(=O)COc1ccc(C#N)cc1
-9 | CN(CC(=O)Nc1ccc(Cl)c(Cl)c1)CC(=O)N1CCCCCC1
-11 | O=CNc1cc(-c2ccsc2)cn2c(-c3ccccc3)cnc12
-5 | CCCn1c(N)c(C(=O)CSc2ncnc3sccc23)c(=O)n(C)c1=O
-6 | COc1ccc(CN(C)C(=O)c2cccc(S(=O)(=O)NCc3ccccc3)c2)cc1F
-3 | O=c1[nH]c(=S)[nH]c2c1C(c1cccc(C(F)(F)F)c1)OC(CCc1ccccc1)C2 (stereo not drawn)
-8 | O=S(=O)(c1cccc(C(F)(F)F)c1)N1c2ccccc2-n2cccc2C1c1cccnc1 (stereo not drawn)
2 | CC(O)(c1cccc(F)c1)c1nc(/C=C/c2ccccc2)cs1 (stereo not drawn)
-5 | C[C@H](CO)N1C[C@H](C)[C@@H](CN(C)C(=O)Nc2ccccc2F)OCc2cn(nn2)CCCC1=O

(list continues)
GalR3 antag | SMILES
-8 | COc1ccc(CN(C)CCCn2cnc(C(=O)Nc3ccc(C)c(C)c3)n2)cc1OC
-7 | O=C(c1ccccc1)c1ccc(N2CCOCC2)cc1
-5 | FC(F)(F)c1ccccc1Cc1c(C2CCCCC2)nc2ccc(Br)cn12
-4 | Cc1nc(N)sc1-c1ccccc1
-8 | CCc1nc2c(OCCC3CCCCC3)cccn2c1N(C)C(=O)CC(C)C
-3 | CCCNC(=O)C1(C)CCCN(Cc2csc3ccccc23)C1 (stereo not drawn)
-6 | CCCS(=O)(=O)NC(=O)C1(C)CCCN(C(=O)c2cc(C)nn2C(C)(C)C)C1 (stereo not drawn)
-5 | CC(=O)Nc1cc(-c2ccc(S(C)(=O)=O)cc2)cn2c(-c3ccc(F)c(Cl)c3)cnc12
2 | CCOC(=O)C1(C)CCN1C(=O)c1ccc2ccccc2c1 (stereo not drawn)
-1 | COc1ccc(NC(=O)CN(C)CC(=O)NCC2CCCCC2)cc1

Other results follow:
GalR3 antag | SMILES
-9 | OC[C@@H]1CN(Cc2ccc(-c3ccccc3)cc2)C[C@H](n2cnc3c(NCc4ccc(F)cc4)ncnc32)O1
-1 | CN(Cc1ccc(Cl)c(Cl)c1)C(=O)c1ccccc1SCC(=O)N1CCCC1
-7 | O=C(C(=O)N1CCC(CNS(=O)(=O)Cc2ccccc2)CC1)c1cccs1
-9 | CCNC(=O)C1(C)CCN(Cc2ccc(-c3ccccc3)cc2)C1 (stereo not drawn)
0 | COc1cc2c(NCCCCCO)ncnc2c(OC)c1OC
-5 | O=C1NC[C@H](CCCCN2CCN(CC3CCCCC3)C(=O)C2=O)N(CCC2CCCCC2)C1=O
-3 | COc1ccc([C@H]2N[C@]3(CCCN(Cc4ccco4)C3=O)[C@H]3C(=O)N(Cc4ccccc4)C(=O)[C@@H]23)cc1
1 | S=C1SCN(CCc2ccccc2)CN1CCc1ccccc1
1 | COc1cc(C(O)c2nc(-c3ccc4ccccc4c3)cs2)ccc1F (stereo not drawn)
-4 | Cc1ccc(S(=O)(=O)N2CCN(c3ncnc4sccc34)CC2)cc1C

Other entries follow.
GalR3 antag | SMILES
-2 | Cc1ccc(S(=O)(=O)N2CCN(CC(=O)NC(C)c3ccccc3)CC2)cc1 (stereo not drawn)
-6 | CCOC(=O)CN(c1sc(C)c(C)c1C(=O)OCC)S(=O)(=O)c1ccc(C)cc1
-5 | C[C@H](NC(=O)c1ccco1)C(=O)Nc1nc(-c2ccccn2)cs1
-7 | Cc1cc2c(SCC(=O)Nc3cccc(O)c3)ncnc2s1
-2 | O=C(N1CCOCC1)N1[C@H](COCc2ccccc2)C=CS1(=O)=O
-7 | COc1cc(C=NO)nc(-c2ccccn2)c1
2 | CS(=O)(=O)N1Cc2cc(C(=O)NCC3CCCCC3)nc(-c3cccc(-c4cccnc4)c3)c2[C@H]1CCO
-10 | COc1ccc2sc3cccc(NCCN(C)C)c3c(=O)c2c1
1 | Cc1ccc(-c2cnc3c(c2)C(=O)N([C@H](C)CO)C[C@@H](C)[C@@H](CN(C)C(=O)Cc2ccccc2)O3)cc1
-5 | CCCCCCCCN1C(=O)[C@H](CC(=O)NCCCOCCCC)C[C@@]2(C(=O)OC)CC(C)(C)CC=C12

Other records
GalR3 antag | SMILES
-1 | COC(=O)c1c[nH]c2c1-c1cc(C(=O)OCc3ccccc3)n(S(=O)(=O)c3ccc(C)cc3)c1C(=O)C2=O
1 | CCOC(=O)c1ccc(S(=O)(=O)N2CCN(C3CC(=O)N(c4ccc(OC)cc4)C3=O)CC2)cc1 (stereo not drawn)
-5 | CCc1cccc(NC(=O)COC(=O)C2COc3ccccc3O2)c1 (stereo not drawn)
-4 | O=C(NCC(c1cccs1)N1CCOCC1)c1cc(S(=O)(=O)N2CCOCC2)ccc1Cl (stereo not drawn)
-4 | COC(=O)C[C@H]1C=C[C@H](NC(=O)Nc2ccccc2)[C@@H](CO)O1
-6 | CCn1c(SCC(=O)NC2CC2)nnc1-c1ccccc1
0 | C[C@@H]1CN(S(=O)C(C)(C)C)[C@H](CCO)/C1=C\CCO (stereo partly drawn)
-3 | CSCCC(NC(=O)c1ccco1)C(=O)NCc1ccc2c(c1)OCO2 (stereo not drawn)
-6 | Cn1c(=O)c2nc(SCc3ccccc3)n(C)c2n(C)c1=O
-8 | O=S1(=O)C[C@H](N2CCOCC2)[C@@H](COCc2ccccc2)N1

Continuation:
GalR3 antag | SMILES
2 | CCN1CCC(O)(/C=C/c2ccc(C(C)C)cc2)C(C(=O)/C=C/c2ccc(C(C)C)cc2)C1 (stereo not drawn)
-7 | O=C(Nc1ccc2c(c1)OCO2)c1cc(C2CCCCN2C(=O)CCCc2ccccc2)on1 (stereo not drawn)
-9 | COc1ccc(-c2nc(S(=O)(=O)c3ccccc3)c(N3CCCC3)o2)cc1
-5 | CC(C)C[C@@H](CN1CCCC1CN1C(=S)NC[C@@H]1Cc1ccc(O)cc1)N1C[C@H](Cc2ccccc2)N(CC2CCCCC2)C1=S (stereo partly drawn)
-8 | C[C@H](O)[C@@H]1CN2CCc3c([nH]c4ccccc34)[C@@H]2C[C@@H]1N(C)C(=O)Nc1ccccc1
-8 | COCCCn1c(SCC(=O)c2c(N)n(C3CC3)c(=O)[nH]c2=O)nnc1-c1ccccc1Cl
-5 | Cn1c(=O)c2[nH]c(NN=Cc3cccc(Br)c3)nc2n(C)c1=O
2 | Cc1cc(C)cc(NC(=O)C2COc3ccccc3O2)c1 (stereo not drawn)
-2 | O=[N+]([O-])c1cccc(COc2ccccc2CO)c1
4 | C[C@H](CO)N1C[C@H](C)[C@@H](CN(C)Cc2ccccc2)OCc2cnnn2CCCC1=O
-6 | CCOC1=C2[C@@H](CN(S(=O)(=O)c3ccc(C)cc3)[C@H]2c2ccccc2)[C@H]2C(=O)N(Cc3ccccc3)C(=O)[C@H]2C1
-6 | CC(=O)NC(CC(C)C)C(=O)NC(Cc1ccccc1)C(=O)CCl (stereo not drawn)
-9 | CCN1C(=O)[C@H]2[C@H]3CN=C(SCc4ccc(C(=O)OC)cc4)N3[C@@](CC)(C(=O)OC)[C@H]2C1=O

Bioassay records as filed in PubChem.
